# Assay outcomes from PubChem BioAssay.
# UBC13 inh – UBC13 polyubiquitin chain formation inhibitors, primary screen, biochemical, TR-FRET, uHTS | Ubiquitin-conjugating enzyme E2 N (Homo sapiens), P61088 | inhibition, % at 20 µM | 330,000 compounds, 0.47% hits; in the data active = inhibition above about 45%, passing the limit was not always enough
# Target sequence (P61088 whole entry, looked up): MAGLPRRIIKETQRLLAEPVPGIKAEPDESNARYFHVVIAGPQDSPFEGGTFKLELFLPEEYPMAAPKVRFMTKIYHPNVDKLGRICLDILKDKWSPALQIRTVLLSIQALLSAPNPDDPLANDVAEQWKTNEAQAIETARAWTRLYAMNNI
# Gli-Sufu antag – Gli-Sufu pathway antagonists, primary screen, luciferase luminescence, Sufu-KO-LIGHT cells, uHTS. Sufu-KO-LIGHT fibroblasts, Gli luciferase reporter luminescence. inhibition, % at 5 µM. 340,000 compounds, 0.74% hits;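 active = inhibition above about 55%, limit read from the data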;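 note: 0% = DMSO-treated cells and 100% = wells with medium but no cells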
# Apaf1 inhib – inhibitors of human Apaf-1 apoptosome, primary screen, biochemical, DEVD-Rh110 fluorescence, uHTS | Apoptotic protease-activating factor 1 (Homo sapiens), O14727 | reconstituted apoptosome caspase-3 activity | inhibition, % at 20 µM | 330,000 compounds, 0.71% hits | AID 489030, 2010; active = inhibition of at least 40% at 20 µM;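 note: plate controls were DMSO wells for no effect and DEVD-CHO caspase inhibitor wells for full effect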
#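 Assay system: Apoptosome proteins | Medium: pH 7.5 Hepes buffer with CHAPS, BSA, DTT | Also added: Cytochrome c and DEVD-Rh110 substrate | Times: 30 min plus 50 min, RT | Detection: Rhodamine 110 fluorescence at Ex 480/Em 540 nm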
# 697 NFkB inh – inhibitors of PMA/ionomycin-induced NF-kB reporter, 697 cells, primary screen, B-cell NF-kB inhibitor project, cell-based, luminescence, uHTS; AID 435022, 2010; inhibition, % at 4 µM; 697 B-cell NF-kB luciferase reporter, 16 h; 330,000 compounds, 0.33% hits; in the data active = inhibition above about 35%
# CCR6 antagonist – CCR6 receptor antagonists, primary screen, cell-based, CHO-K1, luminescence, beta-arrestin, uHTS; C-C chemokine receptor type 6 (Homo sapiens), P51684; CHO-K1 CCR6 PathHunter beta-arrestin, CCL20-stimulated; inhibition, % at 20 µM; 340,000 compounds, 0.49% hits; AID 493098, 2011;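 active = compounds whose inhibition of the agonist-driven luminescence signal at 20 µM reaches about 50%, limit read from the data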;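 note: cells stimulated with CCL20 at 14 nM final; plate controls were DMSO with CCL20 for no effect and DMSO without agonist for full effect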
# Jurkat NFkB inh – inhibitors of induced NF-kB luciferase reporter, primary screen, TCR NF-kB activation inhibitor project, cell-based, luminescence, uHTS; Jurkat, PMA/ionomycin-induced NF-kB luciferase reporter; inhibition, % at 4 µM; 330,000 compounds, 0.53% hits
# EBI2 block – EBI2 receptor antagonists, beta-arrestin recruitment, primary screen, cell-based, luminescence, 7a,25-OHC stimulation, uHTS; inhibition, % at 5 µM; 7a,25-OHC stimulated; G-protein coupled receptor 183 (Homo sapiens), P32249; 360,000 compounds, 0.81% hits; in the data active = inhibition above about 38%;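 note: enzyme fragment complementation signal reports receptor beta-arrestin coupling in cells; 0% = agonist plus DMSO wells and 100% = wells without agonist; some results beyond the cut were filed as inactive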
# Target sequence (P32249 whole entry, looked up, the tested form may be a part): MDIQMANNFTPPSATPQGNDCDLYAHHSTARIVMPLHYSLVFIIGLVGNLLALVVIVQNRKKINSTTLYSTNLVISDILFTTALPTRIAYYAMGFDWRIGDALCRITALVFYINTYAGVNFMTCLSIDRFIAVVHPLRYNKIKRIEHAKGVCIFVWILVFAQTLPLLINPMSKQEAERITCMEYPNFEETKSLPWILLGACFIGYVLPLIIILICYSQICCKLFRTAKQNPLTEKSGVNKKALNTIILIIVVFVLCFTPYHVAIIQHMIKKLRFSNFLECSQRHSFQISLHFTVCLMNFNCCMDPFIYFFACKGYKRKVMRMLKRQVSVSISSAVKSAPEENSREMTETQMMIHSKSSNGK
# SENP8 block – SENP8 protease inhibitors, primary screen, biochemical, luminescence; purified SENP8, Z-RLRGG-aminoluciferin cleavage; inhibition, % at 10 µM; 330,000 compounds, 1.2% hits
# Target sequence (Q96LD8 whole entry, looked up): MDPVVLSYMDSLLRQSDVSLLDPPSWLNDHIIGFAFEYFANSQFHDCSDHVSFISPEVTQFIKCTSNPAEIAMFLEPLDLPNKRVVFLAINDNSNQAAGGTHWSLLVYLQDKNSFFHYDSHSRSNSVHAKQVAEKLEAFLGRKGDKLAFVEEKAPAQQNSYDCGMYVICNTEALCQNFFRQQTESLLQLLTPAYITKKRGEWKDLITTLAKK
# * hit, by the source's call; . = no result given. Cut-off read from the data, not from the text of the source, unless noted: active = inhibition above about 50%; inactive = the rest.
# Sample of the layout:
SMILES	UBC13 inh	Gli-Sufu antag	Apaf1 inhib	697 NFkB inh	CCR6 antagonist	Jurkat NFkB inh	EBI2 block	SENP8 block
Cn1c(=O)c2c(nc(NCCCO)n2Cc2cccc(C(F)(F)F)c2)n(C)c1=O	7	5	-11	1	-16	10	0	2
c1ccc(C2Nc3ccccc3-c3nc4ccccc4n32)cc1 (stereo not given)	22	-22	14	-48	11	-8	19	3

# All compounds of this part, from the first entry:
SMILES	UBC13 inh	Gli-Sufu antag	Apaf1 inhib	697 NFkB inh	CCR6 antagonist	Jurkat NFkB inh	EBI2 block	SENP8 block
Cn1c(=O)c2c(nc(NCCCO)n2Cc2cccc(C(F)(F)F)c2)n(C)c1=O	7	5	-11	1	-16	10	0	2
c1ccc(C2Nc3ccccc3-c3nc4ccccc4n32)cc1 (stereo not given)	22	-22	14	-48	11	-8	19	3
CC(CNS(=O)(=O)c1cc(Cl)ccc1Cl)CN(C)C (stereo not given)	2	-1	0	-12	-16	1	-2	4
Cc1ccccc1C(=O)NCC(=O)NCC1(N2CCOCC2)CCCCC1	-7	2	8	-6	9	11	-2	-8
O=C(O)C1CC=CCC1C(=O)N1CCc2ccccc21 (stereo not given)	2	22	-4	-6	-11	-10	-3	-5
C[C@H]1CCC(=O)N([C@H](COc2ccccc2)Cc2ccccc2)CC1	9	2	13	14	25	3	2	1
Cc1ccc2nc(SCC(=O)Nc3ccccc3N3CCOCC3)c(C#N)cc2c1	6	0	10	12	15	2	21	6
CC(NC(=S)NC(=O)c1ccccc1Br)c1ccccc1 (stereo not given)	-9	-12	8	0	17	-6	9	4
COc1ccc(N2C(=O)CC(c3ccc(OC(C)C)cc3)C2=O)cc1 (stereo not given)	-1	3	4	-10	-6	1	-3	-7
O=C(c1cc2c(F)cccc2s1)N1CCCC1	5	-5	-6	6	7	3	0	-2
COc1ccc(-c2nnc(SCC(=O)N3CCOCC3)n2C)cc1OC	-5	2	2	-11	-4	-12	1	-11
COc1cc(/C=C2\S/C(=N/S(=O)(=O)c3ccccc3)NC2=O)c([N+](=O)[O-])cc1OC	-8	7	12	5	14	0	2	7
COc1ccc(NC(=O)C2CCCO2)cc1 (stereo not given)	2	-6	0	-9	-27	-27	-2	2
COc1cccc(Nc2n[nH]c(=S)s2)c1	2	-25	11	-13	26	-16	-4	0
Cc1ccc(Cl)cc1N(CC(=O)NCc1ccc2c(c1)OCO2)S(C)(=O)=O	7	.	-5	29	-3	-5	-1	-1
CC(=O)N/C(=C\c1ccccc1)C(=O)Nc1ccc(O)cc1	-9	-7	-5	-24	-7	2	-4	-19
COCCNC(=O)C(=O)Nc1cc2c3c(c1)CC(=O)N3CCC2	-5	-12	-5	0	18	8	-1	-8
Cc1ccc(C(=O)NNC(=O)C2CC2)cc1Br	1	-6	-17	-9	7	3	-9	1
O=C(CSc1ccccc1F)NCCN1C(=O)CSC1=O	7	2	-9	9	3	2	-4	0
Cc1ccc(NC(=O)c2ccc(=O)[nH]n2)cc1C	2	-14	3	-29	-1	-30	-14	-5
O=S(=O)(c1ccccc1)N(CC1CO1)c1ccccc1 (stereo not given)	-2	0	0	14	10	-1	6	-5
O=C(c1cccc([N+](=O)[O-])c1)c1ccc2c(c1)OCCOCCOCCO2	-4	5	-23	6	-2	-13	-8	-1
CNC(=O)[C@@]1(Cc2ccccc2)C=C[C@@H](C)N1C(C)=O	2	-3	-7	19	-2	6	8	1
COc1ccc(C2(O)CCN(C(=O)NC3CCCCC3)CC2)cc1	-5	-4	2	-8	5	-4	-1	-3
COC(=O)Nc1nc2ccc(Br)cc2s1	0	-52	2	-96	14	-21	3	-15
Cc1ccc(C(=O)Nc2ccccc2C(=O)NCc2ccco2)cc1S(=O)(=O)N1CCCCC1	4	-2	10	-8	26	-9	44*	-1
Cc1cccc(C)c1NC(=O)CN(C)C(=O)c1cccc(S(=O)(=O)N2CCN(c3ccccc3)CC2)c1	-4	13	15	6	17	2	-4	4
COc1ccc(NC(=O)CN2C(=O)COc3ccc(S(=O)(=O)N4CCCCC4)cc32)c(OC)c1	-6	-11	3	5	14	-5	6	-7
O=Nc1c(-c2ccccc2)cc2ccccn12	-99	-27	-4	-17	21	-36	-6	2
CSCCC1NC(=O)N(CC(=O)Nc2ccc(N3CCCCC3)cc2)C1=O (stereo not given)	-4	-10	5	-12	3	-33	-4	-16
Cc1cc(S(=O)(=O)N2CCC(N3CCCCC3)CC2)ccc1-n1cnnn1	-2	9	9	-4	3	-13	0	-15
Cc1nc2oc3c(=O)[nH]cnc3c2c2c1COC(C)(C)C2	-8	-1	-6	-16	2	-11	-12	-5
Cc1nc(CCNC(=O)c2cccs2)cs1	7	-1	-31	6	6	5	-11	-3
Cc1nc2ccccc2c(=O)n1/N=C/c1ccc(OC(F)F)cc1	6	1	2	-22	-5	-4	-6	-11
O=C(CS(=O)(=O)c1ccc2ccccc2c1)N1CCCCCC1	2	0	-8	15	4	-1	5	8
CSc1nsc(SCC(=O)Nc2ccccc2C(N)=O)n1	2	-4	-5	-18	13	7	-5	5
Cn1cc(CNCc2cnc3ccccn23)c(-c2ccc(Oc3ccccc3)cc2)n1	-10	7	-2	-34	11	-1	15	-17
O=S(=O)(/C=C/c1ccccc1)N1CCN(Cc2ccccc2)CC1	7	-1	8	9	12	6	11	5
COc1ccc(Cn2ccnc2)cc1Br	-8	1	3	-1	12	-5	1	-11
Cn1ccnc1CN1CCN(C(=O)c2cc(COc3ccc(F)c(F)c3)on2)CC1	7	4	-10	1	8	6	-2	9
CC[C@H](C)[C@@H]1NC(=O)[C@H]([C@@H](C)CC)NC(=O)[C@@H](CC(C)C)NC(=O)[C@H](Cc2ccccc2)NC(=O)[C@H](Cc2ccccc2)NC(=O)[C@@H]2CCCN2C(=O)[C@@H]2CCCN2C(=O)[C@H](C(C)C)NC(=O)[C@H](CC(C)C)NC1=O	-7	-8	54*	9	1	0	-1	-4
COc1cccc(C(=O)NC(=S)Nc2ccc(Cl)cc2C(=O)O)c1	20	7	-6	23	20	8	1	7
CCn1c(SCC(=O)N(C)C2CCS(=O)(=O)C2)nnc1-c1ccccc1 (stereo not given)	7	13	-24	16	8	5	1	-2
O=C(Cc1cccc2ccccc12)Nc1nc2ccccc2[nH]1	5	9	7	5	5	-7	-8	3
O=C(c1ccc2ccccc2n1)N1CCN(Cc2c(F)cccc2Cl)CC1	3	-22	-1	9	12	12	11	1
CC1(C)C[C@H](O)[C@@]23C[C@@H](OC2=O)[C@]2(C)C(=CCC4[C@@]5(C)CC[C@H](O)C(C)(C)C5CC[C@]42C)[C@@H]3C1 (stereo not given in full)	-3	0	12	-14	9	-44	.	-15
CCn1ncc(CN2CCC(Oc3ccc(C(=O)N4CCCC4)cc3)CC2)c1C	-5	10	2	-2	11	21	1	3
O=C(O)CCC(=O)N1CCc2cc(S(=O)(=O)NCc3cccs3)ccc21	-2	0	0	3	2	-3	-14	-10
CCOC(=O)CCCNC(=O)COc1ccccc1C#N	0	2	16	-11	10	11	-10	5
O=C(Cc1ncc(C(F)(F)F)cc1Cl)N1CCN(c2cccc(Cl)c2)CC1	-7	9	21	-17	10	1	0	-11

# Laid out differently: 3 of the compounds above.
> CSCCC1NC(=O)N(CC(=O)Nc2ccc(N3CCCCC3)cc2)C1=O (stereo not given)
- UBC13 inh = -4
- Gli-Sufu antag = -10
- Apaf1 inhib = 5
- 697 NFkB inh = -12
- CCR6 antagonist = 3
- Jurkat NFkB inh = -33
- EBI2 block = -4
- SENP8 block = -16

> Cc1cc(S(=O)(=O)N2CCC(N3CCCCC3)CC2)ccc1-n1cnnn1
- UBC13 inh = -2
- Gli-Sufu antag = 9
- Apaf1 inhib = 9
- 697 NFkB inh = -4
- CCR6 antagonist = 3
- Jurkat NFkB inh = -13
- EBI2 block = 0
- SENP8 block = -15

> Cc1nc2oc3c(=O)[nH]cnc3c2c2c1COC(C)(C)C2
- UBC13 inh = -8
- Gli-Sufu antag = -1
- Apaf1 inhib = -6
- 697 NFkB inh = -16
- CCR6 antagonist = 2
- Jurkat NFkB inh = -11
- EBI2 block = -12
- SENP8 block = -5

# Next part.
SMILES	UBC13 inh	Gli-Sufu antag	Apaf1 inhib	697 NFkB inh	CCR6 antagonist	Jurkat NFkB inh	EBI2 block	SENP8 block
CCOC(=O)NCc1ccc(S(=O)(=O)Nc2ccc(C)cc2)cc1	-8	8	3	-50	8	-21	-8	0
O=C(CN(Cc1ccccc1)C(=O)c1csnn1)NCc1ccccc1	12	-2	3	10	14	7	6	-3
Cc1cc(F)ccc1S(=O)(=O)N1CCCOC1CNC(=O)C(=O)NCCc1c[nH]c2ccccc12 (stereo not given)	-6	16	12	-4	1	3	11	-8
CCN(CC)CCn1c(NCc2cccc(OC)c2OC)nc2ccccc21	12	-23	0	-3	2	5	-1	-2
COCCNC(=O)CN(C(=O)CCC(=O)Nc1ccccn1)c1ccccc1OC	3	-4	-26	-8	-5	-6	4	-4
O=C(c1ccccc1Cc1ccccc1)N1CCN(S(=O)(=O)c2ccccc2)CC1	2	-1	21	-5	16	3	7	-3
CCOC(=O)C1(Cc2ccccc2)CCCN(Cc2ccc(OCCO)cc2)C1 (stereo not given)	6	13	0	14	7	-3	-5	-5
CCCNC(=O)C(Cc1ccc(OC)cc1)NC(=O)c1ccc(Cl)cc1 (stereo not given)	17	8	4	10	2	3	6	-8
Cc1ccc(NC(=O)N2CCC(C(=O)NCc3ccc(F)cc3)CC2)cc1	0	-26	2	5	3	10	38	6
Cc1ccc(-c2nnc(SCC(=O)OC(C)C)n2N)cc1	-7	-1	4	1	-2	2	-13	-6
COc1ccc(C2NC(=O)N(CCCC(=O)O)C(C)=C2C(=O)OCc2ccccc2)cc1 (stereo not given)	-3	.	-5	15	.	6	.	-1
O=C(/C=C/C=C/c1ccccc1)CC1(O)C(=O)N(CCc2ccccc2)c2ccccc21 (stereo not given)	0	-37	24	18	0	0	13	2
CN(C(=O)COC(=O)c1ccccc1C(=O)c1ccccc1)c1ccccc1	8	4	1	14	24	0	2	3
Cc1oc(-c2cccc(F)c2)nc1CN(Cc1ccccc1)C[C@@H]1CCC(=O)N1	1	1	13	-15	15	7	-7	4
OCCC1CN(Cc2cccc3c2OCO3)CCN1Cc1ccccc1 (stereo not given)	0	16	1	16	-2	-11	-12	-6
COc1ccc2nc(/C(C#N)=C\c3ccc(C(=O)O)cc3)[nH]c2c1	-6	-8	2	12	0	1	7	-2
O=C(COC(=O)c1c[nH]c2ccccc12)Nc1ccc([N+](=O)[O-])cc1	3	1	12	2	4	-1	3	-3
Clc1ccc(-c2nc(Cc3ccccc3)no2)cc1	-1	-26	12	-45	12	-63	-1	14
Cc1onc(-c2ccccc2)c1C(=O)Nc1sc2c(c1C#N)CCC2	0	-8	0	-1	-6	-5	12	1
CCC(=O)Nc1ccc(C(=O)Nc2ccc(Br)cc2F)cc1	-3	-25	-2	-31	19	-40	7	-7
CN(CC(=O)Nc1cccc(F)c1)C(=O)Cc1n[nH]c(=O)c2ccccc12	4	6	-5	17	3	-1	-1	0
COc1ccccc1CNC(=O)C1CCN(S(=O)(=O)c2c(C)noc2C)CC1	-1	-4	-2	4	-1	-10	-9	8
COC(=O)C(NC(=O)C(CC(C)C)NC(=O)C1CCC(C)CC1)C(C)C (stereo not given)	-2	-4	-2	1	3	-1	1	0
COc1cccc(NC(=O)CN(C)C(=O)c2c(-c3c(F)cccc3Cl)noc2C)c1	-1	-4	14	1	9	2	-2	-12
O=C(CCCc1ccccc1)Nc1nnc(C(F)(F)F)s1	14	-4	-9	7	11	-1	-3	0
O=S(=O)(c1ccc(F)cc1)N1CCN(C(=S)NC2CCCC2)CC1	6	2	0	12	18	4	-16	-3
CC(c1ccco1)N(C(=O)COc1ccccc1[N+](=O)[O-])c1ccccn1 (stereo not given)	-14	1	-1	-23	20	-15	-7	1

# Only part of the results is shown (hit frequency here may not be typical).
